# Screening results (PubChem)
# TrxR1 substrate – is turned over as a substrate by rat TrxR1. purified TrxR1 substrate turnover, NADPH consumption readout. Potency, µM (series often up to 114 µM), for the others: at the highest dose activity change, negative = substrate turnover. hit rate 0.01% among 390,000. AID 588456; also: % is scaled to controls: 0 for no effect and ±100 for the full control effect; nearly all actives have a fitted effect of over 50% in size
#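 Rat TrxR1, dispensed at 90 nM, was prereduced with 400 uM NADPH (final) for 5 min at ~22 deg C, then incubated with compound 15 min before 400 uM selenite. A first-read NADPH fluorescence drop versus no-compound background flagged substrates.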
# RXFP1 agonist – RXFP1 (human) receptor agonism | Q9HBX9 | HEK293T-RXFP1 cAMP TR-FRET, 30 min; response scale: percent of porcine relaxin response, buffer zero | Potency, µM (top dose mostly 57.5 µM), inactives show top-dose activation, actives largely listed as activators | hit rate 0.3% among 370,000 | AID 2676; also: % is scaled to controls: 0 for no effect and ±100 for the full control effect; nearly all actives have a fitted effect of over 60% in size; many of its hits are not listed in these tables
#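 HEK293 cells stably expressing RXFP1, treated 30 min at 37C with compounds plus PDE4 inhibitor Ro 20174; cAMP measured by HTRF TR-FRET. Normalized to buffer and 29 nM porcine relaxin; EC50 by Hill fit.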
# USP1 inh – inhibitors of human USP1/UAF1 deubiquitinase. hit rate 0.23% among 390,000. AID 743255. O94782. recombinant USP1/UAF1, Ub-Rhodamine cleavage fluorescence. Potency, µM (highest dose often 57.1 µM), without a hit: at the highest dose activity change, negative = inhibition, hits mostly inhibitors; also: % is scaled to controls: 0 for no effect and ±100 for the full control effect; nearly all actives have a fitted effect of over 60% in size; inactives centre near -12
#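 High-throughput fluorogenic screen: 1nM USP1/UAF1 complex, Ub-Rho substrate 150nM final, 50mM HEPES pH 7.8 with 0.5mM EDTA, 0.1 mg/ml BSA, 1mM TCEP and 0.01% Tween-20.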
# RGS4 inh – blocks human RGS4-accelerated GTP hydrolysis; P49798; Potency, µM (titrated, usually from 114 µM), inactives show at the highest dose activity change, negative = inhibition, hits mostly inhibitors; Transcreener GDP fluorescence polarization, RGS4-accelerated GTP hydrolysis; hit rate 0.039% among 390,000; also: % is scaled to controls: 0 for no effect and ±100 for the full control effect; nearly all actives have a fitted effect of over 75% in size; some results filed as inactive show a strong effect at the top dose
#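 MLSMR compounds (23 nl, pin-transferred) preincubated 10 min at room temperature with a 500nM (2x) first reagent, then RGS4 at 900nM (2x) plus Transcreener GDP mix added; fluorescence polarization (620/688 nm) read before and after 90 min at 30 °C.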
# Vif-A3G inh – blocks the Vif interaction with human APOBEC3G; Q9HC16; HeLa A3G-eYFP + Vif (tagged APOBEC3G with the HIV-1 protein that degrades it), YFP fluorescence, overnight; Potency, µM (highest dose often 46.1 µM), inactives show at the highest dose activity, negative = active, actives largely listed as inhibitors; hit rate 0.076% among 410,000; AID 602310;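 also: % is scaled to controls: 0 for no effect and ±100 for the full control effect; nearly all actives have a fitted effect of over 60% in size; hits raise eYFP signal because A3G escapes Vif-driven loss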
# Target sequence (Q9HC16 whole entry, looked up): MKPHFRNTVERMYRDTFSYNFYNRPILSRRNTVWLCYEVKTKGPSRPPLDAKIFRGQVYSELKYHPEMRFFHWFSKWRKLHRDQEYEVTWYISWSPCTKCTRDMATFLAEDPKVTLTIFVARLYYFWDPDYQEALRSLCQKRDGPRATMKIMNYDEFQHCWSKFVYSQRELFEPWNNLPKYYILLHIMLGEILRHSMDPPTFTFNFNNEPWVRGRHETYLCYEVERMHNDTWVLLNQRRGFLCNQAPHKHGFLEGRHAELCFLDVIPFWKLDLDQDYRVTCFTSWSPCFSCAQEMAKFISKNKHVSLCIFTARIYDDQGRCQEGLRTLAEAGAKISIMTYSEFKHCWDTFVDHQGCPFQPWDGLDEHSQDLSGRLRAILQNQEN
#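 Read-out is eYFP fluorescence (Ex 488/Em 500-530) from Vif-expressing HeLa A3G-eYFP cells; more signal means A3G escaped Vif-mediated degradation. Cells plated overnight, compound pinned in, incubated overnight at 37 deg C.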
# IDH1 R132H inh – blocks human mutant IDH1 R132H enzyme; Potency, µM (top dose mostly 76.6 µM), for the others: at the highest dose activity change, negative = inhibition, actives largely listed as inhibitors; O75874; hit rate 0.093% among 390,000; IDH1-R132H enzyme, NADPH consumption, diaphorase/resazurin fluorescence; also: % is scaled to controls: 0 for no effect and ±100 for the full control effect; nearly all actives have a fitted effect of over 65% in size
#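 IDH1-R132H (0.5 ug/mL) preincubated 30 min with compound, then NADPH (0.016 mM) and alpha-KG (2 mM) added; 80 min at RT, pH 7.5. Remaining NADPH coupled via diaphorase/resazurin to fluorescence (540/590 nm); concentration-response curves normalized to no-enzyme control.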
# Vif-APOBEC3F blk – inhibitors of Vif-A3F interaction | HeLa A3F-eYFP + Vif (tagged APOBEC3F with the HIV-1 protein that degrades it), YFP fluorescence increase | Potency, µM (titrated, usually from 46.1 µM), for inactives: top-dose activity, negative = active | hit rate 0.2% among 390,000 | AID 602313; also: % of control where 0% means no effect; nearly all actives have a fitted effect of over 65% in size
#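 HeLa cells stably expressing Vif plus C-terminally eYFP-tagged A3F were seeded, incubated overnight at 37 deg C, dosed with compound, incubated overnight again at 37 deg C. Yellow fluorescence (Ex 488/Em 500-530) reported blocked Vif-mediated A3F-eYFP degradation.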
# TrxR1 inh – inhibitors of rat thioredoxin reductase 1; O89049; Potency, µM (top dose mostly 114 µM), inactives show at the top dose activity change, negative = inhibition, usual class: inhibitors; recombinant rTrxR1, NADPH fluorescence consumption, selenite substrate; AID 588453; hit rate 1% among 390,000; also: % is scaled to controls: 0 for no effect and ±100 for the full control effect; nearly all actives have a fitted effect of over 65% in size
#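 Rat TrxR1 (90 nM in the dispensed reagent) was pre-reduced with 400 uM NADPH for 5 min at room temperature, then incubated with compound for 15 min. After 400 uM selenite was added, NADPH fluorescence (Ex 340/Em 450 nm) was followed for 8 min.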
# ALOX12 inh – blocks human arachidonate 12S-lipoxygenase; hit rate 1.1% among 580,000; AID 1671190; Potency, µM (highest dose often 108 µM), inactives show top-dose activity change, negative = inhibition, actives largely listed as inhibitors; purified 12hLO, xylenol orange hydroperoxide absorbance; also: % is scaled to controls: 0 for no effect and ±100 for the full control effect
# Target sequence (P18054 whole entry, looked up): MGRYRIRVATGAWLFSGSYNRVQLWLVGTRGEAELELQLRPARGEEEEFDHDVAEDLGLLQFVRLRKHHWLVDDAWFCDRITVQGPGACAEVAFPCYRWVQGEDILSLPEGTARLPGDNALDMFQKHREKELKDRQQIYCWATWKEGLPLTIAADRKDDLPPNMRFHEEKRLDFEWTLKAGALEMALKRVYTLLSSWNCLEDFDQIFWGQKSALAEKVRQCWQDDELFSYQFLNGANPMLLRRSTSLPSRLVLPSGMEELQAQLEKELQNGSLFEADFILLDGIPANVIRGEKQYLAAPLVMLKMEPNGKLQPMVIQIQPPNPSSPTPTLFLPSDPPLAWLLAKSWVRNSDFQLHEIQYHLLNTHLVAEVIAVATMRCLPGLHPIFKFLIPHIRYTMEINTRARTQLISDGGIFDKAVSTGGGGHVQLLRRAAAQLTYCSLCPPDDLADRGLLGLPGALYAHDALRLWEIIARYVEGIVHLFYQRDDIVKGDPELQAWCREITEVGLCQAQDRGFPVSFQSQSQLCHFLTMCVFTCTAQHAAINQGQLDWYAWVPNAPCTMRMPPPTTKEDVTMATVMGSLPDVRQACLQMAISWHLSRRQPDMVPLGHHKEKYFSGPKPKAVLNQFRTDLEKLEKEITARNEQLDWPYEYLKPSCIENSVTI
#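 Hydroperoxide product was detected by ferrous iron/xylenol orange as the 573 to 405 nm absorbance ratio. Arachidonic acid at 40 uM (final) was turned over for 30 min at room temperature by 150 nM human 12hLO, pH 7.0 Hepes buffer, after 15 min compound preincubation.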
# Starred values were filed as active, the others as inactive; ? = inconclusive; . = not tested or not shown; & = joins results of further samples; [ ] = another dose, or the depositor's remark. Calls follow the shape of the dose curve; as a rule, active = well fitted curve in the direction sought with a large enough effect; inconclusive = small, poorly fitted or top-dose-only effect, or another doubt; inactive = no such curve, though single readings can be large; an effect the other way counts as inactive or inconclusive. Potency is read from the fitted curve at half-maximal effect.
SMILES,TrxR1 substrate,RXFP1 agonist,USP1 inh,RGS4 inh,Vif-A3G inh,IDH1 R132H inh,Vif-APOBEC3F blk,TrxR1 inh,ALOX12 inh
CC(=O)NCCN1C(=O)S/C(=C\c2cccs2)C1=O,-7%[57.1 µM],-5.7%,-12%,-34%,5%,-2%,2%,15%[57.1 µM],-3%
C=CCn1c(CCC)nc2ccccc21,-13%,0.1%,0%,2%,-1%,9%,8%,-12%,-1%
CCC(C(=O)NC1CCCC1)N(C(=O)c1snc(C(N)=O)c1N)c1ccc(C)cc1C (configuration not stated),28%,0.5%,-5%,-6%,-1%,-8%,-11%,10%[57.1 µM],-20%
Fc1ccccc1-c1csc(=Nc2cccnc2)n1CCCn1ccnc1,-8%,-0.8%,-3%,-8%,5%,-1%,-16%,3%,-2%
CCOC(=O)N1CCN(C(=O)c2noc(C(C)C)c2[N+](=O)[O-])CC1,8%[57.1 µM],5.5%,-11%,11%,-3%,-4%,2%,5%[57.1 µM],382%[activator]
Cc1cccc(NC(=O)CNc2cc(C)ccc2C)c1,-7%[0.457 µM],1.8%,-9%,8%,-6%,12%,-1%,32%[activator],-2%
CCCCCOc1ccc2oc(=O)c3c(c2c1)CCCN3C(=O)CN1CCCC(C(=O)OCC)C1 (configuration not stated),-4%[57.1 µM],-0.1%,-12%,-8%,2%,5%,-3%,7%[57.1 µM],10%
CS(=O)(=O)N(CC(=O)NC1CCCC1)Cc1ccc(F)cc1,-2%[57.1 µM],0.2%,-12%,14%,-1%,15%,-13%,17%[57.1 µM],-10%
COc1ccc(NC(=O)N2CCCC2C(=O)Nc2cccc(C)c2C)cc1 (configuration not stated),3%[57.1 µM],6.8%,-10%,-22%,-5%,2%,0%,2%[57.1 µM],2%
COc1ccc(OC)c(S(=O)(=O)N/N=C(/C)c2ccc3c(c2)OCO3)c1,0%,0.2%,-24%,6%,-2%,0%,1%,8%,0%
COc1ccccc1N1CCN(S(=O)(=O)c2cc(C(F)(F)F)cc(C(F)(F)F)c2)CC1,-7%,-2.7%,-5%,29%,1%,5%,-12%,25%,72%
CCNS(=O)(=O)c1cc(OC)c(Cl)cc1OC,-6%,-0.4%,3%,29%,1%,3%,1%,-11%,-8%
CCOC(=O)N1CCN(C(=O)C2CCC(=O)N(CCCN3CCCC3=O)C2)CC1 (configuration not stated),5%,1.0%,-17%,16%,2%,6%,-1%,6%,458%[activator]
C=C1CCC[C@]2(C)C[C@H]3OC(=O)C(CNC(CC)CO)[C@H]3CC12 (some centres not stated),6%[57.1 µM],-3.0%,-9%,0%,-11%,5%,-1%,4%[57.1 µM],277%[activator]
O=C(Nc1nnc(Cc2ccc(Cl)cc2)s1)C1CCN(C(=O)c2ccco2)CC1,-4%,.,.,-43%,2%,.,.,?,.
O=C(Nc1cc([N+](=O)[O-])ccc1Cl)C(Sc1ccccc1)c1ccccc1 (configuration not stated),-10%,5.3%,-8%,0%,0%,3%,-4%,-7%,16%
CNS(=O)(=O)c1cccc(C(=O)OCC(=O)c2ccc[nH]2)c1,0%,-0.2%,-15%,14%,-1%,-10%,0%,8%,217%[activator]
COc1cc2c(C#CCCO)c(-c3ccsc3)oc(=O)c2cc1OC,19%[57.1 µM],.,-11%,-7%,10%,-9%,5%,-14%[57.1 µM],?
O=C(CCS(=O)(=O)c1ccc(F)cc1)Nc1nc(-c2ccccn2)cs1,1%,-1.7%,-17%,4%,-21%,5%,-2%,26%,13%
COc1cc2c(cc1NC(=S)Nc1ccccc1C)oc1ccccc12,69%[activator],5.3%,-8%,2%,0%,2%,6%,-8%,-26%
COc1ccccc1Cc1nnnn1CC(=O)O,-11%,1.6%,12%,-12%,1%,6%,-3%,-1%,-14%
Cc1ccccc1NC(=O)c1oc2c(c1C)-c1nn(Cc3cccc(Cl)c3)cc1CC2,1%[11.4 µM],?,-8%,-9%,-11%,-12%,0%,35%,0%
CCOc1ccc(Br)cc1S(=O)(=O)Nc1nc(CN2CCOCC2)nc2sc(C)c(C)c12,-11%,2.5%,-12%,-3%,-2%,-6%,-4%,-18%,156%[activator]
CC(C)CN1CCC(=O)NC1=S,13%[2.29 µM],.,?,0%,0%,-10%,3%,25%[57.1 µM],-15%
CN1CCN(c2nc(-c3ccccn3)nc3ccccc23)CC1,5%,2.8%,-7%,-18%,1%,0%,-10%,4%,-13%
COc1ccccc1OC(C)C(=O)Nc1ccccc1C(=O)NCC1CCCO1 (configuration not stated),-6%[57.1 µM],-4.0%,-17%,-15%,0%,3%,-1%,14%,-11%
Cc1cc(C)nc(OC(C(=O)O)C(OCC(C)C)(c2ccccc2)c2ccccc2)n1 (configuration not stated),4%,-0.3%,-21%,5%,-2%,-5%,-2%,20%,9%
Cc1ccc(Cn2c(SCC(N)=O)nc3c2c(=O)n(C)c(=O)n3C)cc1,5%,3.9%,-7%,17%,1%,24%,-5%,3%,-2%
CSc1cccc(NC(=S)N(CCCN2CCC(C)CC2)Cc2cccs2)c1,6%[57.1 µM],1.7%,2%,9%,3%,4%,-28%,28%[57.1 µM],10%
Cc1sc(NC(=O)c2ccc(F)cc2)c(CN2CCCCCC2)c1C,1%,-0.4%,-11%,7%,-4%,5%,-23%,-5%,?
CC(=O)N1CCc2cc(S(=O)(=O)NC(CC(C)C)C(=O)NCc3ccccc3Cl)ccc21 (configuration not stated),1%,2.2%,-20%,2%,0%,-22%,-5%,15%,-24%
CCOc1ccc(CNC(=O)C2CCN(c3nn4c(=O)cc(C)nc4s3)CC2)cc1,-6%&-1%,16%&12%,-15%&2%,-22%&2%,-1%&2%,-7%&0%,-6%&1%,13%&2%,8%&-3%
O=C(O)CC1CCC(=C(Cl)Cl)C1 (configuration not stated),12%,1.0%,-13%,-11%,-26%,5%,-24%,1µM*,?
COc1ccc(-c2cc(-c3ccc(OC)cc3)[nH]n2)cc1,-2%,-1.0%,-17%,-32%,3%,4%,7%,7%,15%
CCOCC(=O)Nc1c(C(=O)Nc2ccc(OC)cc2OC)oc2ccccc12,140%[activator],12%,-16%,-17%,1%,3%,1%,66%[activator],0%
O=C(NCc1ccc2c(c1)OCO2)c1ccc(CN2CCOCC2)cc1,5%,0.4%,-11%,15%,-1%,10%,3%,6%,6%
CC1CCCC(NC(=O)c2cc(-c3ccncc3)nc3ccccc23)C1C (configuration not stated),-7%,1.5%,-8%,16%,-1%,4%,?,8%,5%
CS(=O)(=O)N1CCN(Cc2cc(=O)n3ccsc3n2)CC1,-6%[57.1 µM],13%,-22%,-9%,-1%,2%,3%,2%[57.1 µM],7%
CCOC(=O)c1c(C)c(C(=O)NCc2cccnc2)c(C)n1CC,10%,0.5%,-14%,-14%,1%,11%,-2%,6%[57.1 µM],-8%
Cc1ccc(NC(=O)Nn2cnnc2)cc1Cl,-11%,1.1%,-15%,-2%,0%,-10%,-2%,-4%,0%

# Quoted from the listing.
# CCOCC(=O)Nc1c(C(=O)Nc2ccc(OC)cc2OC)oc2ccccc12 in RGS4 inh has -17%
# CSc1cccc(NC(=S)N(CCCN2CCC(C)CC2)Cc2cccs2)c1 in RGS4 inh has 9%

# Returning to the listing, repeating the 2 entries before the break.
SMILES,TrxR1 substrate,RXFP1 agonist,USP1 inh,RGS4 inh,Vif-A3G inh,IDH1 R132H inh,Vif-APOBEC3F blk,TrxR1 inh,ALOX12 inh
CCOC(=O)c1c(C)c(C(=O)NCc2cccnc2)c(C)n1CC,10%,0.5%,-14%,-14%,1%,11%,-2%,6%[57.1 µM],-8%
Cc1ccc(NC(=O)Nn2cnnc2)cc1Cl,-11%,1.1%,-15%,-2%,0%,-10%,-2%,-4%,0%
COc1ccc(CNC(=O)C(c2ccc(C)cc2)N(Cc2cccs2)C(=O)c2ccc3c(c2)OCCO3)cc1 (configuration not stated),3%,2.3%,-19%,21%,-3%,4%,-3%,38%[activator],-2%
COc1ccc(-n2c(CC3C(=O)Nc4ccc(C)cc43)nc3ccccc3c2=O)cc1 (configuration not stated),-6%,0.4%,-28%,7%,.,.,.,8%,?
COc1cccc(C(=O)NC2CCNCC2)c1,-1%,-0.2%,0%,28%,4%,1%,0%,-18%,0%
CCOC(=O)c1cnn(-c2ccc(C(=O)Nc3cc(OC)c(OC)c(OC)c3)cc2)c1N,5%[57.1 µM],-0.9%,23%,10%,-5%,11%,-4%,17%[57.1 µM],-1%
CNC(=O)c1cc2c(n(-c3ccc(C)cc3)c1=O)CC(C)(C)CC2=O,5%,-0.4%,-18%,-7%,0%,12%,2%,11%,-20%
CCc1nccn1S(=O)(=O)c1cccc([N+](=O)[O-])c1,1%,0.8%,-15%,4%,1%,4%,0%,-1%,-9%
CCc1ccc(CCN2C(=O)c3ccccc3C2=O)nc1,-2%,-1.9%,-9%,6%,-2%,7%,3%,9%,4%
O=C(Nc1cccc(C(F)(F)F)c1)c1cc(S(=O)(=O)N2CCCCC2)ccc1N1CCOCC1,-5%[57.1 µM],-4.3%,-25%,-48%,-2%,0%,4%,27%[57.1 µM],-7%
CCOC(=O)c1ccc(NC(=O)C2CC(=O)N(c3ccc(C(C)C)cc3)C2)cc1 (configuration not stated),-3%,-0.2%,-16%,-4%,-24%,-16%,?,11%,-12%

# An excerpt, so the mix of outcomes need not match the whole.
